High-throughput results as filed in PubChem BioAssay.
Glyco luc inh = blocks N-linked glycosylation in D54 reporter cells; reporter increase, % at 12.5 µM; hit rate 0.23% among 360,000; D54 ERlucT glycosylation luciferase reporter, 24 h; percent of 100 nM tunicamycin response; AID 588692;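 active means mean luciferase reporter signal, scaled so untreated is 0 and the glycosylation-blocking control 100, at or above a set limit in every replicate; inconclusive means mean reaches the limit but not every replicate does; inactive means mean below the limit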;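 further: luciferase carries N-glycosylation sites so blocking glycosylation raises the light; 0% = median of neutral control wells and 100% = median of 100 nM tunicamycin wells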
ABCB6 inh MLPCN = blocks the human ABCB6 transporter. Q9NP58. K562-ABCB6 porphyrin accumulation, flow cytometry, 1 h; active compounds read low. fluorescence ratio to DMSO, % at 10 µM. hit rate 0.19% among 360,000. AID 602162;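 active means fluorescence ratio to DMSO below 75%, the collection mean minus 3 SD; inconclusive means too few cells collected in the well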;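 further: signal is porphyrin accumulated inside mitochondria; 100% equals median channel fluorescence of DMSO control wells; lower ratio means ABCB6 inhibition with less porphyrin fluorescence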
MC4R antag cAMP = blocks human MC4R cAMP signaling | inhibition, % at 6.5 µM | MC4R-expressing cells, MTII-stimulated cAMP, LANCE TR-FRET | hit rate 0.48% among 360,000 | AID 540295;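 active means inhibition above its plate's cutoff, the mean of tested wells on that plate plus 3 SD, cut at about 29% in these data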;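 further: 0% = Melanotan II alone and 100% = Melanotan II plus saturating MCL0020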
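Material: human MC4R-expressing U2OS cells. Probe or stimulus: Melanotan II challenge. Dosing: 6.5 µM single dose. Times: 30-min compound, 1-h challenge, 1-h detection, room temperature. Technique: TR-FRET with Eu-cAMP and labeled anti-cAMP, 671 nm. Replication: singlicate.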
CaV13 FRET inh = Primary screen for inhibitors of IQ motif and Ca2+-dependent inactivation inhibitor domain binding in CACNA1D, Förster resonance energy transfer in living cells, …; inhibition, % at 12.3 µM; AID 743397; hit rate 0.098% among 340,000; HEK cells, CFP/YFP FRET ICDI-IQ, plate reader, 10 min; percent FRET-ratio fall versus neutral wells;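 active means mean replicate inhibition of at least 30% and at least 1% of replicates passing that level; inconclusive means only one of the two criteria is met; inactive means neither criterion is met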;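 further: 0% = median of the neutral control wells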
MC4R ag barr = agonists of human melanocortin 4 receptor (MC4R) beta-arrestin; P32245; U2OS MC4R beta-arrestin complementation, luminescence; percent of melanotan II response, DMSO zero; activation, % at 8.9 µM; hit rate 0.98% among 360,000; AID 540308;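 active means activation above a per-plate cutoff, the mean activation of sample wells on that plate plus 3 SD, cut at about 8% in these data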
Vif inh = inhibitors of HIV Vif | HEK293T cells, Vif self-association by quenched fluorescence, imaging, 24 h | inhibition, % at 7.49 µM | hit rate 0.35% among 340,000 | AID 602346; in the data active means inhibition above about 50%, passing the limit was not always enough; inconclusive means no clear call, values can overlap the other calls; inactive means below about 31%; further: some results filed as inactive read as strong as hits
PDI turbidity = PDI (human) enzyme inhibition | inhibition, % at 10 µM | P07237 | PDI insulin aggregation turbidity, A650, 90 min | hit rate 0.052% among 350,000;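 active means mean inhibition across replicates of 30% or more, whatever share of single replicates reach that level; inconclusive means mean inhibition below 30% while every single replicate reaches 30%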;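 further: absorbance from insulin aggregation driven by PDI reduction with DTT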
Target sequence (P07237 whole entry, looked up): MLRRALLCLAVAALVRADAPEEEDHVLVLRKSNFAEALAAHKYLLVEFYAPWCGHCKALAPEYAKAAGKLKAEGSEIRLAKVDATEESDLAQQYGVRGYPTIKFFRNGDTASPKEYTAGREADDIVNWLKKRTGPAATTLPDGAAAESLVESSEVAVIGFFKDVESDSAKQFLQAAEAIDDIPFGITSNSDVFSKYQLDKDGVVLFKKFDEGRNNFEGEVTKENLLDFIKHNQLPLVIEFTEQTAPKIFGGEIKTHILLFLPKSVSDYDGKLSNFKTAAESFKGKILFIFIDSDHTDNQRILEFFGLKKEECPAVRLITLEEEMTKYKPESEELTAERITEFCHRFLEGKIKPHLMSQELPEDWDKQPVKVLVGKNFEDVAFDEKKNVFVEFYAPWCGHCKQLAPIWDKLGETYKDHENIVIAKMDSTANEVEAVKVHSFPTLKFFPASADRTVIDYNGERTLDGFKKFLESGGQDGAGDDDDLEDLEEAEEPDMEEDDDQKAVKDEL
m5-HT2A agonist = mouse HTR2A agonism via beta-arrestin recruitment. P35363. CHO-K1 mHTR2A beta-arrestin complementation, luminescence; percent of 30 µM serotonin response. activation, % at 7.6 µM. hit rate 0.66% among 360,000;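 active means activation above a run cutoff, the mean activation of all tested compounds plus 3 SD, cut at about 14% in these data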;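 further: 0% = plate median of compound wells and 100% = 30 µM serotonin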
Target sequence (P35363 whole entry, looked up): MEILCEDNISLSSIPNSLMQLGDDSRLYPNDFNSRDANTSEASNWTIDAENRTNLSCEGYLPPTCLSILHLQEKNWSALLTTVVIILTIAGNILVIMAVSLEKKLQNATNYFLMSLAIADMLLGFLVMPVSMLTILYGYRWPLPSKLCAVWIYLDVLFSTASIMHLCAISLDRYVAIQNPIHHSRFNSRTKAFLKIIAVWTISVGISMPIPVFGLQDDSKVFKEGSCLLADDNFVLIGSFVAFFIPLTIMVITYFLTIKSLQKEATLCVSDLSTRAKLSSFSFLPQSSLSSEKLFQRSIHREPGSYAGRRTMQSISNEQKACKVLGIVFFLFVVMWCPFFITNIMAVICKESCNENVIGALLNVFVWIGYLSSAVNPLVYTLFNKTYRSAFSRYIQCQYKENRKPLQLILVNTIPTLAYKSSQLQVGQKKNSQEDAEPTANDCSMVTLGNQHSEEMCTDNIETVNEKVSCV
H9c2 protect = protects H9c2 cardiomyocytes from peroxide injury; H2O2 injury protection, ATPLite, 2 h; protection from H2O2 cell death, % at 20 µM; hit rate 0.63% among 360,000;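 active means compounds giving at least 50% protection of heart cells from peroxide-induced death in the single-dose screen, raw or plate-pattern-corrected value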;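 further: 0% = DMSO wells with peroxide and 100% = DMSO wells without peroxide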
aDG glyco up = alpha-DG glycosylation activation; Pro5-aDG cells, alpha-DG glycosylation AlphaScreen (IIH6); 0% Pro5, 100% B10-LARGE cell signal; activation, % at 10 µM; hit rate 0.22% among 360,000;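 active means activation of at least 8% versus controls, or a plate z-score of at least 8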;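 further: Pro5 are CHO cells carrying HIG-tagged alpha-DG that lacks glycosylation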
* marks the source's active call; other numbers are inactive results; ? = inconclusive; / = no result given. No enrichment for hits. Share with any hit: about 3.6%.

SMILES	Glyco luc inh	ABCB6 inh MLPCN	MC4R antag cAMP	CaV13 FRET inh	MC4R ag barr	Vif inh	PDI turbidity	m5-HT2A agonist	H9c2 protect	aDG glyco up
CCC1C(=O)N=C(SCC(=O)NC2CCCCC2)NC1=O (centres undefined)	3	97	-2	-19	-0.1	5	-2	4	8	-0.3
O=C(COC(=O)CNS(=O)(=O)c1ccc(Br)cc1Cl)NCCc1ccccc1	-1	99	24	/	-2.5	-3	2	-4	-4	0.0
O=C(Nc1ccc2c(c1)OCCO2)C1CCCN(S(=O)(=O)c2cnc[nH]2)C1 (centres undefined)	2	103	7	?	1.6	-2	-6	-4	0	0.2
Nc1nonc1C(=O)NCCNS(=O)(=O)c1ccc(F)cc1	2	104	7	-15	-1.2	1	0	0	6	-0.2
CC(C)C1Nc2ccc(C(=O)O)cc2C2C=CCC21 (centres undefined)	1	100	-2	-4	-0.7	-2	7	-1	-2	0.4
COC(=O)[C@@]1(Cc2ccccc2)C=C[C@@H](C)N1C(C)=O	1	98	2	-8	0.8	2	-2	3	-5	0.1
Cc1oc(-c2cc(F)cc(F)c2)nc1CN1CCN(C(=O)c2ccco2)CC1	-2	97	-2	-8	-1.4	-5	3	-3	0	0.2
Nc1ncn([C@H]2C[C@H](O)[C@@H](CO)O2)c(=O)n1	11	99	6	-5	-0.3	-4	8	0	9	0.0
COC(=O)C1CCN(S(=O)(=O)c2c(C)n(C)c(=O)n(C)c2=O)CC1	2	94	10	-4	1.1	/	/	0	14	0.0
O=C(c1cccc(F)c1)N1CCc2ccccc21	2	102	9	-6	0.2	-1	3	4	3	-0.1
CCCc1nnc2n1N=C(c1ccc([N+](=O)[O-])cc1)CS2	1	91	-1	1	-3.4	4	19	1	8	0.0
O=C(Nc1ccnn1C1CCN(Cc2ccc(F)cc2)CC1)C1CC1	2	100	6	-5	-0.7	0	-14	-2	-1	-0.1
O=C(NC1CCCC1)C(c1ccncc1)N(Cc1ccco1)C(=O)c1ccc(-c2ccccc2)[nH]1 (centres undefined)	7	99	0	-7	-0.9	-1	-2	-2	18	0.2
O=C(CC(=O)N1CCOCC1)N1CCOCC1	0	99	7	-5	-1.6	-3	0	-2	6	0.3
O=C1CN(C(=O)c2ccccc2F)c2ccccc2N1	1	98	8	-5	0.9	1	0	-5	5	0.0
Cc1ccc(SCc2ccc(C(=O)NCc3ccncc3)cc2)cc1	-5	95	5	-8	-0.2	-16	-1	-5	-14	1.1
COC(=O)[C@@]1(Cc2ccc(F)cc2)[C@H]2c3cc(C(=O)N(C)C)n(Cc4cc(C)n(C)n4)c3C[C@H]2CN1C(=O)c1ccccc1	/	118	/	-6	/	/	/	-5	/	-0.1
Cc1cc(C)cc(-n2nnnc2-c2cn(C)nc2C(F)(F)F)c1	-2	102	-1	/	-0.9	-3	9	3	-4	0.4
O=C(Cn1cccc1C(=O)c1ccccc1)NCCc1ccc(Cl)cc1	0	97	-4	-2	4.3	13	4	0	-1	0.0
Cc1cnc(NC(=O)c2ccc3c(c2)C(=O)N(Cc2cccnc2)C3=O)s1	/	96	4	-6	1.3	/	4	9	-10	0.1
CC(=O)C1C(c2ccc(F)cc2)C2C(C)=NN=C2CC1(C)O (centres undefined)	3	112	7	5	-0.6	13	0	0	-5	0.0
COc1ccc(Br)cc1/C=C/C(=O)c1ccc(NC(C)=O)cc1	-13	94	-4	-2	-1.0	0	-1	3	-8	-0.3
CC(C)CC(C(=O)Nc1cccc(O)c1)N1C(=O)c2ccccc2C1=O (centres undefined)	0	100	4	-20	-2.1	-4	-3	1	-1	-0.2
O=C(Nc1ccnn1C1CCN(CCCc2ccccc2)CC1)c1ccccc1	1	105	-3	-6	2.8	-3	-2	-2	2	-0.2
COc1ccc(C(=O)Cn2cnc3ccccc3c2=O)cc1	-3	94	-2	-3	-1.6	13	-5	1	-5	0.0
CC1=Nc2ccccc2/C1=C/c1c(N)n2c(S(=O)(=O)C(C)C)nsc2nc1=O	0	102	12	-5	-2.7	19	1	2	-3	-0.3
CNc1nc(N)c(C(=O)Nc2cc(C)on2)s1	-1	101	8	-2	2.7	-2	3	4	-8	0.1
CC(=O)Nc1ccc(NC(=O)CN2CCCC(C)C2)c(Cl)c1 (centres undefined)	0	109	1	/	-1.0	-2	-2	8	-12	-0.3
O=C(NCc1ccco1)c1c(Cl)cccc1Cl	1	103	6	-13	0.2	8	-24	-1	10	0.0
CC(=O)Nc1ccc(/C(C)=N/NS(=O)(=O)c2ccccc2)cc1	4	102	5	-5	-2.0	-3	-4	2	2	0.1
CC1Cc2ccccc2N1C(=O)Cn1nc(C(=O)O)c2ccccc2c1=O (centres undefined)	6	113	2	/	-3.3	16	-7	-3	53*	0.0
CCOC(=O)CC1=C(C#N)C(c2cccnc2)C(C(=O)OCC)=C(N)O1 (centres undefined)	-1	93	12	/	0.6	8	-1	-4	10	-0.4
CC12CCC(C(=O)OC3CCCCC3)(OC1=O)C2(C)C (centres undefined)	-2	100	6	-10	-2.1	1	2	0	8	-0.1
COc1cc(C(=O)Nc2cc(C(F)(F)F)ccc2N2CCOCC2)ccc1OCC(=O)N1CCOCC1	?	98	0	-1	-1.2	12	-5	13	8	-0.1
O=C(NCc1cccnc1)C(=O)NCC(c1ccco1)N1CCOCC1 (centres undefined)	0	102	8	-3	-2.8	-1	3	4	1	-0.2
O=C(NC1CCCC1)c1ccc(Br)o1	0	99	4	-4	-1.4	8	2	1	7	0.0
COc1cc(/C=C(\C#N)c2nc(-c3cc4ccccc4oc3=O)cs2)ccc1O	-7	188	1	-17	6.5	-3	7	5	44	-0.6
COc1cccc(OC)c1C(=O)NC(=S)Nc1ccc2c(c1)OCCO2	-1	97	-7	-9	-0.5	26	0	3	-2	-0.5
CN(C(=O)c1cc([N+](=O)[O-])ccc1N1CCCC1)C1CCCCC1	0	106	0	-8	-1.5	8	2	1	-3	0.3
COc1ccc(OCc2cc(C(=O)N(C)Cc3cc(C4CC4)n[nH]3)no2)c(Cl)c1	1	99	12	-2	1.8	0	8	-1	-4	0.0
COCCCN1C(=O)C(CC(=O)NCCN2CCOCC2)CC(C(=O)N(C)C)=C1C (centres undefined)	4	103	/	-6	/	-5	/	2	0	0.0
CN(C)CCNC(=S)Nc1ccc(Cl)cc1Cl	-2	102	3	-5	0.6	/	1	-6	7	0.7
Cc1ccc(-c2nnc(N3CCOCC3)c3ccccc23)cc1S(=O)(=O)NCC1CCCO1 (centres undefined)	-2	103	5	/	0.1	-6	0	-1	19	-0.3
Cc1ccc(C)c(N2CCN(C(=O)Cn3c(=O)oc4cc(S(=O)(=O)N5CCCC5)ccc43)CC2)c1	-6	103	12	-6	-0.4	-7	-5	29*	-13	0.8
COCCn1c(SCC(=O)Nc2cc(C)on2)nc2ccccc21	0	101	11	6	1.6	-2	4	-3	-1	0.0
O=c1oc2ccccc2cc1-c1csc(Nc2ccc(O)cc2)n1	-9	90	5	-3	3.1	12	5	-1	38	0.6
CC(C)OCCCNC(=O)c1ccc2c(c1)S(=O)(=O)c1ccccc1C2=O	1	97	3	-5	-1.7	12	1	3	12	0.1
O=C(CSc1c2c(nc3cc(Cl)ccc13)CCCC2)NCCN1CCOCC1	7	101	30*	4	-2.5	17	6	1	-7	-0.2
CCc1ccc(OCC(=O)Nc2ncn[nH]2)cc1	-1	97	2	-8	-0.5	-3	-7	9	-9	1.7
Cc1ccccc1NC(=O)COc1ccc2oc(=O)cc(C)c2c1	2	98	2	-3	-2.8	10	-1	-3	1	0.4
O=c1[nH]c(SCc2cccc(F)c2)nc2ccccc12	0	98	18	-4	4.1	7	7	-2	26	0.1
COc1ccc([N+](=O)[O-])cc1NC(=O)C(C)N1CCCC1 (centres undefined)	3	97	0	-3	0.4	5	-3	-10	-4	-0.1
NC(=O)C1CCCN(C(=S)Nc2ccccc2)C1 (centres undefined)	0	100	0	-5	-1.9	3	2	-2	4	0.1
O=C(NCC1COc2ccccc2O1)C1CCCN(S(=O)(=O)c2cnc[nH]2)C1 (centres undefined)	-1	95	-7	2	1.9	5	-3	6	2	0.1
CC(=O)Nc1ccc(NS(=O)(=O)c2cccc3nonc23)cc1	0	99	0	-7	-1.0	-9	8	9	0	0.1
CC1CCCCN1C(=O)CN1C(=O)NC2(CCCCC2C)C1=O (centres undefined)	1	95	3	-5	-0.7	4	-10	5	4	0.0
Cc1cc(C(=O)NNC(=S)NC(C)c2ccccc2)cs1 (centres undefined)	-1	96	13	-10	-2.1	-3	-2	-1	3	-0.1
COc1ccccc1CNCc1ccc(OC)c(OC)c1OC	0	90	-2	-8	0.0	-9	-8	3	11	0.3
O=C(Nc1ccccc1F)n1ncc2cc(Cl)ccc21	1	98	0	-20	0.2	-15	-9	-1	4	-0.1
COc1ccc(OC)c(NC(=O)COc2coc(CN3CCCc4ccccc43)cc2=O)c1	-3	97	4	-6	0.8	-15	-1	-1	-1	0.5
Later entries.
SMILES	Glyco luc inh	ABCB6 inh MLPCN	MC4R antag cAMP	CaV13 FRET inh	MC4R ag barr	Vif inh	PDI turbidity	m5-HT2A agonist	H9c2 protect	aDG glyco up
O=C(CN1CCOCC1)Nc1cccc(Cl)c1Cl	-3	98	-6	-3	0.9	10	0	0	0	0.0
COc1nonc1NC(=O)CSc1nc2ccccc2[nH]1	4	100	-4	0	-1.9	-4	-19	-6	9	-0.1
CCC(C)(C)NC(=O)C(c1cccn1C)N(C(=O)Cn1nnc2ccccc21)c1ccc(NC(C)=O)cc1 (centres undefined)	-3	95	25	-5	-1.2	6	-6	0	1	-0.1
Cc1ccc(NC(=S)N/N=C2/CCCCc3ccccc32)cc1	-1	97	4	-4	-3.1	-2	0	-16	2	-0.2
CC(=O)c1cccc(NC(=O)C(C)Sc2nnc3ccccn23)c1 (centres undefined)	1	97	15	-7	2.2	7	-6	0	4	1.2
Cc1onc(-c2ccccc2)c1C(=O)Nc1cccc2nsnc12	-1	106	11	-5	7.2	-18	0	-4	-6	0.8
COc1ccc(NC(=O)N(C)C[C@H]2Oc3c(NS(=O)(=O)c4cccs4)cccc3C(=O)N([C@@H](C)CO)C[C@@H]2C)cc1	0	94	7	-5	1.1	-1	9	-2	5	-0.5
Cc1cc(/C=C2\Sc3ccccc3N2C)cc(C)[n+]1CC1CCCO1 (centres undefined)	38*	357	-23	-4	-1.6	-5	1	-3	-22	2.7
